GLP1R inv ag = inverse agonists of human GLP-1 receptor; P43220; HEK293 GLP-1R CRE-luciferase, luminescence, 24 h; GLP-1R form is constitutively active; Potency, µM (top dose mostly 38.3 µM), for inactives: at the highest dose activity change, negative = inhibition, actives largely listed as inhibitors; 410,000 tested, 1.6% active; AID 624417; further: potency means the concentration at half of the fitted maximal effect; on the % scale 0 is the no-effect control and ±100 the full control effect; nearly all actives have a fitted effect of over 55% in size
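Seeding at 200 cells/uL, 12 h culture, 24 hr compound treatment, then luciferase reagent and a luminescence read; cells are HEK293 stably expressing a constitutively active GLP-1R plus cAMP-responsive luciferase.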
PLK1 PBD block = inhibitors of human PLK1 polo-box domain binding. P53350. Plk1 PBD binding of FITC phosphopeptide, fluorescence polarization. Potency, µM, without a hit: max response, negative = inhibition, hits mostly inhibitors. 360,000 tested, 2.8% active; further: potency means the concentration at half of the fitted maximal effect; series mostly up to about 57 µM; on the % scale 0 is the no-effect control and ±100 the full control effect; nearly all actives have a fitted effect of over 65% in size
Target sequence (P53350 whole entry, looked up, the tested form may be a part): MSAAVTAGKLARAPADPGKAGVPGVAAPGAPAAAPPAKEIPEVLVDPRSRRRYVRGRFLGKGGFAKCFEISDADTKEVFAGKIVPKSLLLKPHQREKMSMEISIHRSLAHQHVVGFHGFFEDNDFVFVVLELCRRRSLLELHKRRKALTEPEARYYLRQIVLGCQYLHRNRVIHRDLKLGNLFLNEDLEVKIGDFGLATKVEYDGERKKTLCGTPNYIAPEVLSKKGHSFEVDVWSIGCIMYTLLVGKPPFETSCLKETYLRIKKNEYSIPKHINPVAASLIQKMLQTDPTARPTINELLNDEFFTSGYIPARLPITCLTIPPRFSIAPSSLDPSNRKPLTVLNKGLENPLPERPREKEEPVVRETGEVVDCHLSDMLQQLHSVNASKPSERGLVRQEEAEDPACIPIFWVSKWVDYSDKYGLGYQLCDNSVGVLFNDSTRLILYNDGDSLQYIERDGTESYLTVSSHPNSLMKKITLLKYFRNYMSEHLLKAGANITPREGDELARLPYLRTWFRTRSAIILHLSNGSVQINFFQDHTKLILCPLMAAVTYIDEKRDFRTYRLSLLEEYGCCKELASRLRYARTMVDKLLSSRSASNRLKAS
PTHR1 agonist = activates the human parathyroid hormone receptor PTHR1 | 410,000 tested, 0.075% active | HEK293 GP2 PTHR1 cells, GloSensor cAMP luminescence, 1 h | AID 743266 | Potency, µM (doses to about 115 µM), for inactives: at the top dose activation, hits mostly activators | Q03431; further: potency means the concentration at half of the fitted maximal effect; nearly all actives have a fitted effect of over 55% in size; some results filed as inactive show a strong effect at the top dose; inactives centre near -15; many of its hits are not listed in these tables
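HEK-293-derived GP2 cells expressing PTHR1 and a GloSensor cAMP reporter, 3,000/well, plated overnight, given luciferin plus IBMX (each 0.5 mM as added) for 1 h at 37 °C, then compound for 1 h at 37 °C. Luminescence was read after 15 min at room temperature.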
GLP1R cytotox = cytotoxic in the GLP-1 receptor inverse agonist counter-screen | HEK293 cAMP-luciferase reporter cells, luminescence, 24 h | Potency, µM (titrated, usually from 38.3 µM), without a hit: at the top dose activity change, negative = inhibition, most hits filed as inhibitors | 410,000 tested, 0.13% active;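 further: loss of luciferase light is scored as toxicity; potency means the concentration at half of the fitted maximal effect; on the % scale 0 is the no-effect control and ±100 the full control effect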
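MLSMR compounds, 24 hr on cells at 37 deg C/5% CO2; luminescence after luciferase reagent (12 min RT). Inhibition counted as the undesired cytotoxic outcome.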
EPAC1 ag = agonists of human EPAC1. 360,000 tested, 0.073% active. AID 720707. Potency, µM (series often up to 154 µM), for the others: top-dose activation, hits mostly activators. EPAC1 agonist qHTS, biochemical assay; response scale: 100% = response to 6.5 mM cAMP. O95398; further: potency means the concentration at half of the fitted maximal effect; nearly all actives have a fitted effect of over 60% in size
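Nucleotide exchange assay: 100 nM EPAC1 with 250 nM Rap1B loaded with BODIPY-GDP and 50 uM GDP, room temperature. Fluorescence (480/540 nm) read every 5 min for 30 min; signal change normalized to 6.5 mM cAMP as full agonist.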
IL2 activator = IL-2 activation; IL-2 activation reporter assay, cell-based qHTS; stimulated with anti-CD3/CD4/CD28 beads; in transgenic mouse T cells; activation, % (series mostly up to about 46 µM); 360,000 tested, 0.065% active; in the data active means activation above about 50%; inconclusive means mostly about 30% to 49%; further: 0% is about no effect
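Readout is EGFP and DsRed signal by fluorescent plate cytometry after 18 h at 37 degrees C. Transgenic mouse T cells (750/well) received compound for 60 min before bead stimulation (anti-CD3, anti-CD4, anti-CD28); memory T cells served as non-tolerant control.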
GLP1R ag = agonists of human GLP-1 receptor. P43220. HEK293 GLP-1R CRE-luciferase, luminescence, 4-6 h; cells express a hypersensitive GLP-1R form. Potency, µM (doses to about 45.6 µM), inactives show at the highest dose activation, usual class: activators. 380,000 tested, 0.007% active. AID 624172; further: potency means the concentration at half of the fitted maximal effect; % of control where 0% means no effect
PI5P4Ka inh = blocks human PI5P4K alpha kinase activity. max response, %. PI5P4Kalpha enzyme, ADP-Glo luminescence, 60 min; hits give low values. 330,000 tested, 1.2% active. P48426; active means max response of -50% or lower; inconclusive means between -30% and -50%; inactive means -30% or higher; further: value at the top dose of about 77 µM; on the % scale 0 is the no-effect control and ±100 the full control effect
Target sequence (P48426 whole entry, looked up): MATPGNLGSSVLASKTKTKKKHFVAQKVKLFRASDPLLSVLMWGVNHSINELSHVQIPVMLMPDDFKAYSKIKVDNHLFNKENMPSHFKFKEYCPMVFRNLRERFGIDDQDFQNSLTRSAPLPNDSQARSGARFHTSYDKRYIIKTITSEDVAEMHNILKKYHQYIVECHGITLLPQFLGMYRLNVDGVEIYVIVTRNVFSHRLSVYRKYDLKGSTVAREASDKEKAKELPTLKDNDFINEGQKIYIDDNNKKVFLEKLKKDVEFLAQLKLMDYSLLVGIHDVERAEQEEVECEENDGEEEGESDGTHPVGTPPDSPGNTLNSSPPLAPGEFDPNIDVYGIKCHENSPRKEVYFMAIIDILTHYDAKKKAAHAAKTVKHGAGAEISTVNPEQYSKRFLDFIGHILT
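Controls without substrate or without enzyme flank wells where PI5P4Kalpha converts substrate using 5 microM ATP (final). Incubation lasts 60 minutes at room temperature; ADP formed is read by ADP-Glo luminescence.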
EPAC1 antag = antagonists of human EPAC1; O95398; EPAC1 GEF assay, Rap1b-BODIPY-GDP exchange fluorescence; Potency, µM (highest dose often 115 µM), inactives show top-dose activity change, negative = inhibition, usual class: inhibitors; 360,000 tested, 0.14% active; AID 720709;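 further: potency means the concentration at half of the fitted maximal effect; plate controls were vehicle for no effect and positive control for full effect; nearly all actives have a fitted effect of over 50% in size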
Starred values were filed as active, the others as inactive; i = inactive; ? = inconclusive; nt = not tested or not shown; & = joins results of further samples; [ ] = remark or other dose. Unless noted, the call rests on the fitted dose curve; in most records, active means well fitted curve in the direction sought with a large enough effect; inconclusive means small, poorly fitted or top-dose-only effect, or another doubt; inactive means no such curve, though single readings can be large; an effect the other way counts as inactive or inconclusive.

SMILES	GLP1R inv ag	PLK1 PBD block	PTHR1 agonist	GLP1R cytotox	EPAC1 ag	IL2 activator	GLP1R ag	PI5P4Ka inh	EPAC1 antag
Cc1ccccc1C(=O)NNC(=O)C12CC3CC(CC(C3)C1)C2	-4%	-11%	i	0%	2%	-0.7	8%	1	22%
CCN(CC(=O)NC(=O)NC1CCCCC1)Cc1nc2ccccc2c(=O)[nH]1	?	-5%	-21%[57.5 µM]	?	3%	0.2	5%	-2	-2%
c1ccc(-c2csc(Nc3cccnc3)n2)cc1	?	0%	-23%	-2%	-6%	0.7	24%	18	?
OCC(O)C1OC(Oc2ccccc2)C(O)C(O)C1O (stereo not drawn)	-10%	5%	-5%	1%	11%	1.0	-2%	-3	1%
Cc1nc2ccccc2nc1CSc1nncs1	0%	-5%	-17%[57.5 µM]	2%	13%	-0.3	7%	nt	3%
CCSc1nnc(-c2cc(Br)ccc2N)c(=O)[nH]1	7%	-12%	-2%	-3%	0%	0.0	4%	-3	-6%
CCOc1ccc(S(=O)(=O)Nc2cccnc2)cc1	-17%	-17%	-26%	1%	1%	-1.6	-4%	0	-3%
Cc1ccc(C)c(NC(=S)NNC(=O)c2csc3c2CCCC3)c1	0%	?	i	?	0%	-4.0	-5%	nt	-8%
COc1ccc(-c2oc3cccnc3c2C#CCO)cc1	28%	-5%	-6%	0%	-4%	0.0	6%	-10	-3%
Cc1cccc(C)c1NC(=O)COC(=O)c1cc[n+]([O-])cc1	-7%	-18%	-8%	-5%	-9%	-0.3	-4%	0	-3%

The closing two records of the section before lead into the next.
SMILES	GLP1R inv ag	PLK1 PBD block	PTHR1 agonist	GLP1R cytotox	EPAC1 ag	IL2 activator	GLP1R ag	PI5P4Ka inh	EPAC1 antag
COc1ccc(-c2oc3cccnc3c2C#CCO)cc1	28%	-5%	-6%	0%	-4%	0.0	6%	-10	-3%
Cc1cccc(C)c1NC(=O)COC(=O)c1cc[n+]([O-])cc1	-7%	-18%	-8%	-5%	-9%	-0.3	-4%	0	-3%
O=C(Nc1nc(-c2ccccc2)cs1)c1cccc([N+](=O)[O-])c1	?	-9%	13%[57.5 µM]	-15%	10%	4.4	-23%	nt	-13%
CCCCn1nnc(NC(=O)c2ccc(-c3ccccc3)cc2)n1	?	-8%	-75%[inhibitor][57.5 µM]	-3%	4%	1.1	-2%	-7	11%
Cc1ccc(-c2n[nH]c3c2C(c2ccccc2)N(c2ccc(C(=O)O)cc2)C3=O)cc1 (stereo not drawn)	0%	?	-6%	-6%	-3%	0.7	1%	?	-23%
CCc1nnc(NC(=O)c2cc(S(=O)(=O)N3CCCCC3)ccc2C)s1	-22%	-5%	-10%	-5%	7%	-0.3	8%	0	4%
[N-]=[N+]=CC(=O)c1ccnc(C(=O)C=[N+]=[N-])c1	1%	27µM*	i	2%	-5%	-2.1	-11%	-16	0%
O=C(N/N=C/c1cn(Cc2cccc(F)c2)c2ccccc12)c1cc(O)cc(O)c1	-15%	19µM*	?	17%	4%	-1.7	17%	-104*	?
COC(=O)c1ccc(COC(=O)[C@@H]2CC(O)CN2S(=O)(=O)c2ccccc2[N+](=O)[O-])cc1 (stereo partly drawn)	11%	-9%	-31%[inhibitor]	16%	5%	-3.5	1%	-2	-5%
COc1cc2c(cc1OC)C(Nc1ccccc1)=NC(C)(C)C2	24%	-8%	-16%	10%[1.53 µM]	10%	1.0	-6%	-9	22%
Cc1ccc2occ(/C=N/NC(=O)c3ccccc3C)c(=O)c2c1	?	?	-39%[inhibitor]	6%	7%	-1.0	-22%	?	?
Cc1cc(C)c2nc3nc(C)cc(C)c3c(N)c2c1	?	-8%	i	nt	2%	-0.4	-39%[inhibitor]	-12	-1%
COc1ccc(Cl)cc1CC1(C)C(=O)Nc2ccc(S(=O)(=O)NC3CCCCC3)cc21 (stereo not drawn)	?	2%	-7%	-7%	-4%	-0.2	2%	-4	-13%
CC1=Nc2cc(C(=O)NCCc3ccc(Cl)cc3)ccc2Sc2c(C)ccc(C)c21	2.8µM*	nt	i	?	nt	nt	13%	nt	nt
CCCCCCSc1cccc(-c2nc3ccccn3c2NCc2ccccc2)c1	?	4%&-2%	-49%&-52%[inhibitor]	-8%&3%	-4%&-26%	-0.4&-0.7	4%&-3%	11&11	2%&-17%
CN(C(=O)COC(=O)c1cc(S(=O)(=O)N2CCOCC2)c(Cl)cc1Cl)C1CCS(=O)(=O)C1 (stereo not drawn)	11%	-9%	-17%	9%	3%	4.0	5%	6	-8%
COc1ccc(S(=O)(=O)N2CCC[C@@H]2C(=O)N2CCC[C@H]2C(=O)NCc2ccncc2)cc1C	7%	-15%	-21%	-5%	3%	0.0	4%	-2	-24%
CC(C)(C)OC(=O)C[C@@H]1C/C=C\C[C@@H](CC(=O)N[C@@H](CO)Cc2ccccc2)C(=O)NC[C@@H](c2ccccc2)OC1=O	-18%	-3%	-25%	-12%	-19%	-0.2	2%	21	-10%
Cc1cccc(NC(=O)C2CCCN(c3ncnc4c3nc3n4CCCCC3)C2)n1 (stereo not drawn)	-7%	-7%	-16%	4%	-9%	-0.3	-1%	6	2%
CC(=O)OCC1OC(n2cc(F)c(=O)[nH]c2=O)C(OC(C)=O)C1OC(C)=O (stereo not drawn)	-18%	-8%	i	0%	5%	0.1	2%	-1	-6%
CCOC(=O)N1CCN(C(=O)COCc2cc(-c3ccc4c(c3)OCO4)on2)CC1	7%	-13%	-13%	0%	4%	-1.7	10%	1	-2%
C/C=C/C(=O)OCC(=O)Nc1ccccc1Br	4%	-2%	i	-3%	9%	1.0	0%	2	8%
CCOC(=O)N1CCN(C(=O)C[C@@H]2C[C@@]3(C(=O)OC)CCCCC=C3N(Cc3ccco3)C2=O)CC1	10%	-2%	24%	4%	-17%	0.6	-4%	-1	9%
CCOC(=O)C1=C(C)N[C@@]2(O)c3ccccc3C(=O)[C@@]12O	0%	-1%	i	-1%	3%	-2.6	-6%	-1	-3%
O=C(NC1CCCc2ccccc21)c1ccc([N+](=O)[O-])cc1 (stereo not drawn)	?	-8%	17%	-5%	3%	-3.5	17%	0	-20%
CCOC(=O)C1CCCN(C(=O)C2CCC(CNS(=O)(=O)c3ccc(NC(C)=O)cc3)CC2)C1 (stereo not drawn)	7%	0%	i	-11%	-7%	-0.5	-7%	-2	18%
O=C1N/C(=N\c2ccccn2)SC1Cc1ccccc1Cl (stereo not drawn)	-34%	-15%	-10%	-9%	-1%	1.0	-2%	0	-9%
C=CCNC(=O)c1ccc([N+](=O)[O-])c(Cl)c1	11%	-14%	-1%	2%	-3%	-1.7	5%	-1	6%
CCOc1ccc(C(=O)OCCN(C)C)cc1	-2%	-3%	10%[57.5 µM]	1%	1%	0.1	11%	-6	1%
CCOc1ccc(CNc2ccc3c(c2)ncn3C)cc1	19%	-12%	-4%	6%	0%	-1.7	2%	-4	-13%
COCCCNC(=O)CN1C(=O)c2cccc3cccc1c23	-23%	-11%	6%	23%	8%	-0.7	10%	3	-7%
CC(C)(C)c1nc2c(s1)CCc1onc(-c3ccc(Cl)cc3)c1-2	24%	-5%	i	-16%	11%	-2.2	-1%	15	-2%
C[N+](C)(C)CCOP(=O)([O-])OC[C@H](O)CO	11%	-21%	-29%	4%	-14%	-0.3	30%	-87*	-26%
O=C(NCc1ccncc1)c1cnccn1	8%	-7%	-11%[57.5 µM]	9%	-1%	0.6	1%	-2	3%
COc1ccc(Sc2nc(-c3ccccc3)ncc2OC)cc1	13%	7%	-8%	7%	1%	-4.8	15%	28	17%
O=C(COC(=O)Cn1nnc(-c2ccccc2)n1)Nc1cc(F)ccc1F	12%	1%	i	-6%	-10%	0.5	-2%	2	-4%
OCC[C@@H]1C[C@H](O)[C@@H](O)[C@@]2(OCCCc3cc(Cl)ccc32)O1	8%	-12%	-10%	-18%	1%	-0.5	0%	1	6%
CCOC(=O)N1CCN(C(=O)CC(=O)Nc2ccc3nc4n(c(=O)c3c2)CCCCC4)CC1	1%	-11%	i	12%	7%	-0.7	2%	1	4%
CSCc1ccc(C(=O)NCC(c2cccs2)N2CCOCC2)cc1 (stereo not drawn)	-14%	-12%	i	-5%	-2%	3.7	1%	-7	17%
CC(=O)c1c(Nc2ccc3c(c2)OCCO3)oc(C)cc1=O	-19%	-5%	-20%	-5%	4%	-1.9	-3%	-2	-7%
O=C(O)c1ccc(/C=C/c2nc3sc4c(c3c(=O)[nH]2)CCC4)cc1	-4%	-10%	-15%	17%	4%	-0.3	1%	1	-8%
COc1cccc(C2/C(=C(\O)c3ccc4c(c3)OCCO4)C(=O)C(=O)N2CCCN2CCOCC2)c1OC (stereo not drawn)	7%	-2%	i	-1%	1%	-4.2	-6%	-3	20%

Some of these compounds in order of the PTHR1 agonist value, falling:
smiles,PLK1 PBD block,PTHR1 agonist,GLP1R ag,PI5P4Ka inh,EPAC1 antag
COc1ccc(Sc2nc(-c3ccccc3)ncc2OC)cc1,7%,-8%,15%,28,17%
O=C(O)c1ccc(/C=C/c2nc3sc4c(c3c(=O)[nH]2)CCC4)cc1,-10%,-15%,1%,1,-8%
CC(=O)c1c(Nc2ccc3c(c2)OCCO3)oc(C)cc1=O,-5%,-20%,-3%,-2,-7%

(listing goes on)
SMILES	GLP1R inv ag	PLK1 PBD block	PTHR1 agonist	GLP1R cytotox	EPAC1 ag	IL2 activator	GLP1R ag	PI5P4Ka inh	EPAC1 antag
Cc1cc(C)cc(NC(=O)Cn2ncn3c(cc4ccccc43)c2=O)c1	6%	4%	-17%[57.5 µM]	10%	1%	0.3	0%	nt	6%
OC(COc1ccccc1)CN1CCCC1 (stereo not drawn)	11%	5%	-18%	-2%	4%	-0.4	-3%	0	8%
COc1ccc(NC(=S)NCc2cccnc2)cc1	2%	-8%	i	8%	1%	0.1	5%	2	6%
Cc1ccc(Cl)cc1NC(=O)c1cc(NC(=O)C2CCCCC2C(=O)O)ccc1N1CCOCC1 (stereo not drawn)	11%	-5%	?	-7%	-23%	-2.9	-4%	-12	-19%
Cc1cccc(C)c1NC(=O)C1CCCN(CCCc2ccccc2)C1 (stereo not drawn)	?	-19%	i	-12%	-3%	-0.8	-8%	-7	6%

High-throughput results as filed in PubChem.

The list is partial; count on the stated rates, not on these rows.
